# Efa HMGR inh: E. faecalis class II HMG-CoA reductase inhibition | purified E. faecalis HMGR, NADPH absorbance 340 nm kinetic | inhibition, % at 10 µM | 190,000 tested, 0.41% active | AID 1066;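 active = inhibition above a set limit, the median over all tested compounds plus 3 SD, cut at about 9.5% in these data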;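 also: enzyme runs in reverse so mevalonate oxidation gives rising NADPH absorbance; 0% = complete reaction with DMSO and 100% = background rate lacking mevalonate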
# STAT1 inh: STAT1 signaling inhibition; inhibition, % at 5.5 µM; NIH 3T3 STAT1-luciferase reporter, IFN-gamma, luminescence; 200,000 tested, 0.35% active; AID 920;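 active = inhibition above a set limit, the mean inhibition across all tested compounds plus 3 SD, cut at about 34% in these data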;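 also: 0% = IFN-gamma with DMSO and 100% = IFN-gamma with 300 µM nifuroxazide; values of inactives mirror those of a sister screen read the other way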
# Hsp70 activator: transcriptional activators of Hsp70 | HeLa Hsp70 promoter luciferase reporter, luminescence; scaled: vehicle 0, proteasome-inhibitor control 100% | activation, % at 10 µM | 200,000 tested, 0.04% active | AID 1203;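 active = activation above the mean across all tested compounds plus 3 SD, cutoff set per campaign, cut at about 5.5% in these data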;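 also: 100% = MG132 at 30 µM as the positive control and 0% = DMSO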
# STAT1 act: STAT1 signaling activation | 200,000 tested, 2.6% active | activation (% of control), % at 5.5 µM | AID 932 | NIH 3T3 STAT1-luciferase reporter, IFN-gamma, luminescence; 100% = IFN-gamma alone, no compound;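 active = activation above the screen-wide mean activation plus 3 SD, cut at about 130% in these data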;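 also: raw ratio to IFN-gamma control signal so 100% means no change and 0% no light; values of inactives mirror those of a sister screen read the other way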
# NF-kB neuron act: NF-kB expression increase, human neuronal cells; fold change at 12.5 µM; 190,000 tested, 1.6% active; NF-kB reporter expression; hits give high values; AID 1239; in the data active = fold change above about 3.3
# TLR4-MyD88 BLA: TLR4-MyD88 interaction inhibition in cells; O00206+Q99836; 200,000 tested, 0.18% active; HeLa CL3-4 TLR4/MyD88 BLA complementation, FRET ratio; AID 861; inhibition, % at 8.4 µM; in the data active = inhibition above about 25%;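 also: 0% = vehicle and 100% = reference inhibitor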
# Target sequence (O00206 whole entry, looked up): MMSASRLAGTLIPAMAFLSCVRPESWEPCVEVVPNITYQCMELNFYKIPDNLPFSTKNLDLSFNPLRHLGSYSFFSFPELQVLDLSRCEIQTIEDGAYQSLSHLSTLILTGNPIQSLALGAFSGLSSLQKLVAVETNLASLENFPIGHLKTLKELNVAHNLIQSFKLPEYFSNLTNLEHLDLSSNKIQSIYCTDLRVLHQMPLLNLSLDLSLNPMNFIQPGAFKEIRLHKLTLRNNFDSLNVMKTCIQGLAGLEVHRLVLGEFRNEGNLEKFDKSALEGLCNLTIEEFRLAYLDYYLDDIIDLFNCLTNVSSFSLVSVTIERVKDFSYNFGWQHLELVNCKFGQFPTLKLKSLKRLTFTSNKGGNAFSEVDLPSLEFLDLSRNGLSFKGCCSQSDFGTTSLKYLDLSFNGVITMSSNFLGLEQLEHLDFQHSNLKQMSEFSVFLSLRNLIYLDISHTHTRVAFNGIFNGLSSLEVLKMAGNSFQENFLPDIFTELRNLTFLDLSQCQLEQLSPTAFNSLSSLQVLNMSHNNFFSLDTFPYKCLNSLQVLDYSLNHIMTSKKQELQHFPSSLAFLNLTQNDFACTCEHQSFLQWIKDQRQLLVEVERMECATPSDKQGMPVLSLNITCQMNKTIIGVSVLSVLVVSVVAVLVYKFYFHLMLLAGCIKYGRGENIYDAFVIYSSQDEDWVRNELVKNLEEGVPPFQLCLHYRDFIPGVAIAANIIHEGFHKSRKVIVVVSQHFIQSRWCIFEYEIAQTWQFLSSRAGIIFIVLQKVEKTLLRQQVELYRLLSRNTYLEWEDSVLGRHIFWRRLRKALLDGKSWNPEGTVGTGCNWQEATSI
# Target sequence (Q99836 whole entry, looked up): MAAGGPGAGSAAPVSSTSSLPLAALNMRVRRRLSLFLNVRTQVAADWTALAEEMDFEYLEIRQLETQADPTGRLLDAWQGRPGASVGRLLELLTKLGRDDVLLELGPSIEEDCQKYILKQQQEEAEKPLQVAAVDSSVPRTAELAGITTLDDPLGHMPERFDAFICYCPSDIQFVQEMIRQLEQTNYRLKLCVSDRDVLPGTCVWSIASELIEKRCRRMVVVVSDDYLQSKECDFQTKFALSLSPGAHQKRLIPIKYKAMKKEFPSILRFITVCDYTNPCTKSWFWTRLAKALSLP
# STAT3 activator: activators of IL-6 induced STAT3 signaling; 190,000 tested, 0.91% active; U3A cells, IL-6 STAT3-luciferase reporter, luminescence; 100% = signal with IL-6 EC80 alone; activation (% of control), % at 5.6 µM;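 active = activation above the screen-wide mean of compound activation plus 3 SD, cut at about 130% in these data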;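 also: 0% = background luminescence of wells with medium and substrate only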
#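 Material: STAT3-luciferase reporter U3A cells; Probe or stimulus: IL-6 (33 ng/mL); Incubation: compound pre-incubation 1 h before IL-6, then 6 h stimulation at 37 °C; Technique: luminescence from STAT3-driven luciferase reporter; Evaluation: % activation versus median of IL-6-stimulated wells; Controls: IL-6-only high control.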
# DTT redox prof: compounds producing H2O2 with reducing agent – biochemical, NIH compound library profiling, artefact control for MLSCN library redox annotation, primary screen; DTT-dependent redox cycling H2O2, phenol red/HRP absorbance; 100% = 100 µM peroxide control, 0% = buffer; activation, % at 10 µM; 200,000 tested, 0.03% active;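 active = activation of at least 50% relative to the plate's high and low controls in the primary single-dose screen; inactive = activation below 50%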;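 also: compound incubated with DTT at 0.8 mM final as the reducing agent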
# STAT3 blocker: inhibitors of IL-6 induced STAT3 signaling; 190,000 tested, 0.89% active; inhibition, % at 5.5 µM; U3A cells, IL-6 STAT3-luciferase reporter, luminescence; host cell line lacks STAT1;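 active = inhibition above the mean inhibition across all screened compounds plus 3 SD, cut at about 44% in these data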;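 also: 0% = DMSO only wells and 100% = 100 µM nifuroxazide control wells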
# APP 5'UTR act: APP 5'UTR luciferase reporter activation; activation, % at 2 µM; 190,000 tested, 1% active; SH-SY5Y APP 5'UTR luciferase reporter, luminescence; zero percent = DMSO vehicle wells;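 active = activation above a set limit, based on mean plus 3 SD of controls, cut at about 140% in these data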; also: values of inactives mirror those of a sister screen read the other way
# Starred values were filed as active, the others as inactive; / = not tested or not shown; & = joins results of further samples.
SMILES,Efa HMGR inh,STAT1 inh,Hsp70 activator,STAT1 act,NF-kB neuron act,TLR4-MyD88 BLA,STAT3 activator,DTT redox prof,STAT3 blocker,APP 5'UTR act
Cc1cc2cc(CN(Cc3cccs3)C(c3nnnn3C(C)(C)C)C(C)C)c3nnnn3c2cc1C (configuration not stated),3,-1,-0.5,101,0.93,-21,100,1.0,4,2
CCc1ccc(CN2CCCC(CNS(=O)(=O)c3ccc(OC)cc3)C2)cc1 (configuration not stated),-3,1,0.1,99,0.92,-4,92,0.5,14,-6
CCC(C(=O)OCC(=O)NC(=O)NC(C)(C)C)c1ccccc1 (configuration not stated),-3,0,-0.1,99,0.97,3,98,0.2,8,28
CC(=O)c1ccc(N(C(=O)Cn2nnc3ccccc32)C(C(=O)NCc2ccccc2)c2ccccn2)cc1 (configuration not stated),0,-6,-0.1,106,1.2,-4,110,-0.1,-12,2
C=CCNc1sc(C(=O)c2ccc(C)cc2)c(N)c1C#N,-8,6,0.2,95,1.1,-6,108,-0.2,-4,9
O=C(CCc1nnc(CCc2ccccc2)o1)N1CCCC1c1nccs1 (configuration not stated),-2,-13,0.4,110,1.6,-15,92,-1.2,14,1
CC1=Nc2ccccc2/C1=C/c1sc(=N)n(-c2nccs2)c1O,-1,4,-0.4,97,0.96,13,96,-4.1,8,-8
Cc1oc(C(C)(C)C)cc1C(=O)Nc1cccc(/C=C\C(=O)O)c1,4,2,-0.1,98,1.2,4,110,-0.2,-15,-12
COc1ccccc1NC(=O)CSc1nnc(Cn2nnc(-c3ccccc3)n2)n1-c1ccccc1,-1,5,-0.4,96,0.68,5,101,-3.0,3,5
Cc1ccc(CNC(=O)CCCc2ccccc2)cc1,3,-3,-0.3,101,1,1,107,0.0,-5,10
CCN1CCN(C(=O)c2cc3sccc3n2CC(=O)c2ccccc2)CC1,-4,8,-0.3,93,1.3,3,103,1.9,0,12
Clc1ccc(-n2ncc3c(NCCN4CCOCC4)ncnc32)cc1,-3,-6,0.2,97,0.87,-9,80,0.7,25,99
COc1ccc(C(=O)N2CCn3c2nc2ccccc23)cc1,-5,-17,-0.2,116,2.1,0,93,7.7,10,17
O=C(Nc1ccc(OC(F)(F)F)cc1)c1n[nH]c(Cn2cncn2)n1,-3,5,-0.1,95,1.2,-3,95,-4.3,12,13
Cc1ccccc1NC(=O)c1ccccc1NC(=O)CCC(=O)O,-1,-2,-0.2,102,1.1,-8,97,-0.3,6,-11
O=C(CSc1ccc2ccccc2n1)Nc1ccc(N2CCOCC2)cc1,1,-8,-0.1,107,0.84,14,92,-1.8,12,6
COc1cc(/C=N/NC(=O)CCC(=O)NCc2ccccc2)cc(OC)c1OC,-1,5,-0.2,95,1.4,-5,113,-0.1,-11,-7
CCN1CCN(C(=O)C(C)N(c2ccc(C)cc2)S(C)(=O)=O)CC1 (configuration not stated),3,-3,0.5,102,1.1,7,99,0.5,5,-7
COc1cccc(C(=O)NCc2ccccc2OC)c1,0,0,-0.3,101,1.1,-3,101,-0.6,6,1
O=C(Nc1ccccc1)N(CCc1ccncc1)C1CCCCC1,/,2,-0.4,98,/,10,102,-1.1,3,4
CCn1c2ccccc2c2cc(/C=N/n3c(C)nnc3C)ccc21,-2,1,-0.5,99,1.3,-5,84,0.1,24,/
Cc1[nH]nc2c1C(=O)CC(C)(C)C2,1,-2,0.0,102,1.1,-4,99,-0.7,6,-2
Cc1ccccc1C(=O)NC1CCN(C(=O)Nc2ccccc2Cl)CC1,-1,5,-0.1,94,1.1,5,103,-0.7,-1,-3
Cn1cccc1CNC(=S)Nc1ccccc1F,1,5,0.9,96,1.1,11,104,1.0,1,8
CC1=NN(C(=O)c2ccc(Br)cc2)C(O)(C(F)(F)OC(F)(F)F)C1 (configuration not stated),0,4,-0.3,97,1.1,-8,93,-8.2,13,4
SMILES,Efa HMGR inh,STAT1 inh,Hsp70 activator,STAT1 act,NF-kB neuron act,TLR4-MyD88 BLA,STAT3 activator,DTT redox prof,STAT3 blocker,APP 5'UTR act
O=C(c1ccc(COc2ccccc2Cl)o1)N1CCN(Cc2ccc3c(c2)OCO3)CC1,-4&-9,3&2,-0.1&0.1,97&96,0.85&1,-9&-1,95&91,-0.5&0.2,9&17,-19&-6
CCOc1ccc(-n2cnc3scc(-c4ccc(OC)c(OC)c4)c3c2=O)cc1,-2,-9,-0.1,106,0.78,-10,104,-1.2,-3,-8
COc1cc(NC(=S)NCCSc2ccc(C)cc2)cc(OC)c1,2,-4,0.2,103,0.91,0,100,-0.1,3,-3
COC(=O)c1ccc(CSc2nnc(Nc3ccc(OC)cc3)s2)o1,-5,-2,0.0,102,1.3,4,106,1.9,-3,-26
CCc1ccccc1NC(=O)Cn1nnc(C(=O)NCc2cccs2)c1N,0,7,0.0,94,1,-6,96,0.7,7,-4
CCOC(=O)CNC(=O)Cn1cnc2c(nnn2-c2ccc(C)cc2)c1=O,-4,-4,-0.2,104,1,0,102,1.1,1,-8
O=C(c1ccc(Cl)cc1)N1CCN(c2ccc(F)cc2)CC1,0,-1,-0.5,101,1.3,-3,89,1.4,14,-3
COCCOC(=O)C1=C(C)NC2(O)c3ccccc3C(=O)C12O (configuration not stated),0,-6,0.1,103,0.73,-11,94,-0.1,15,-9
CCC1Oc2ccc(C)cc2N(CC(=O)NCCCN2CCCCC2CC)C1=O (configuration not stated),1,2,0.4,99,0.84,-7,103,3.2,0,4
Cc1nc(NC(=O)/C=C/c2ccccc2)sc1C(=O)N(C)C,0,-22,0.5,121,2.5,-18,96,-0.2,3,40
COC(=O)C1CC(=O)c2ccsc2C1 (configuration not stated),-3,2,0.4,98,0.94,-29,106,-0.6,-5,6
Cc1cc(=O)oc2cc(OCc3ccc(C(=O)N4CCN(c5ccccc5)CC4)cc3)ccc12,1,4,0.0,97,0.89,-9,91,/,11,-8
COc1ccc(Cn2c(=S)[nH]c3ccccc32)cc1,-2,-8,-0.3,105,0.96,-4,97,0.4,9,0
O=C(Nc1cccnc1)c1cccc(-c2cc3ccccc3oc2=O)c1,-1,-11,-0.3,108,1.6,2,94,-0.2,15,18
CS(=O)(=O)N(CC(=O)N1CCCCCC1)c1ccc2c(c1)OCCO2,-3,-10,-0.5,109,0.93,-6,128,0.5,-32,28
Fc1ccc(CSc2nnc3ccccn23)c(Cl)c1,-9,-27,0.0,125,2.1,8,88,-0.3,21,25
Cc1ccc(NC(=S)N(Cc2ccco2)C2CCN(C(C)C)CC2)cc1,0,8,-0.3,92,1.2,-18,102,-0.1,1,16
Nc1ccc(Nc2ccc([N+](=O)[O-])cc2[N+](=O)[O-])cc1,-4,1,0.0,98,1.1,4,105,0.3,7,9
O=C(CCCOc1ccc(Cl)cc1Cl)NCCCn1ccnc1,-4,3,-0.1,97,1,10,102,-1.6,2,-13
Cc1ccc(S(=O)(=O)N2CCN(S(=O)(=O)N3CCCCC3)CC2)c(C)c1,-5,5,-0.3,96,1.1,-17,99,2.8,5,4
COc1ccc(NC(=O)COc2cccnc2[N+](=O)[O-])cc1OC,-5,4,-0.2,96,1.2,-2,96,-0.2,12,-33
CCC(C(=O)NC(C)(C)C)N(Cc1ccco1)C(=O)Cn1nnc(-c2ccc(F)cc2)n1 (configuration not stated),-7,4,-0.2,95,0.83,-8,111,0.1,-10,15
Cc1ccccc1-n1c(=O)cc(N2CCC3(CC2)OCCO3)[nH]c1=O,1,2,-0.1,96,1.1,-2,98,1.3,5,7
CCOc1ccc(/C=C/C(=O)c2c(O)c3ccccc3oc2=O)cc1,1,0,-0.2,100,1.1,7,103,15,-3,6
CC(=O)NNc1ncnc2ccccc12,-6,9,-0.3,92,0.96,-8,128,0.7,-25,5

# Shown as labelled records: two of the compounds above
CCOc1ccc(/C=C/C(=O)c2c(O)c3ccccc3oc2=O)cc1
  Efa HMGR inh: 1; STAT1 inh: 0; Hsp70 activator: -0.2; STAT1 act: 100; NF-kB neuron act: 1.1; TLR4-MyD88 BLA: 7; STAT3 activator: 103; DTT redox prof: 15; STAT3 blocker: -3; APP 5'UTR act: 6
CC(=O)NNc1ncnc2ccccc12
  Efa HMGR inh: -6; STAT1 inh: 9; Hsp70 activator: -0.3; STAT1 act: 92; NF-kB neuron act: 0.96; TLR4-MyD88 BLA: -8; STAT3 activator: 128; DTT redox prof: 0.7; STAT3 blocker: -25; APP 5'UTR act: 5

# (list continues)
SMILES,Efa HMGR inh,STAT1 inh,Hsp70 activator,STAT1 act,NF-kB neuron act,TLR4-MyD88 BLA,STAT3 activator,DTT redox prof,STAT3 blocker,APP 5'UTR act
COc1ccc(CSCCc2n[nH]c(=S)n2-c2ccccc2)cc1,-7,4,-0.3,94,1.1,4,90,-1.0,18,1
CC(C)n1nc(C(=O)NCCc2ccc(S(N)(=O)=O)cc2)c2ccccc2c1=O,2,-3,-0.3,103,0.92,-16,103,-0.2,-1,-7
Cc1cc(NC(=O)COn2nnc3ccc(Cl)cc32)no1,-4,9,0.5,93,1.2,5,113,-2.4,-12,-10
NC(=O)C1CCN(CCC(=O)Nc2ccc(Br)cc2)CC1,2,-5,-0.1,105,1.1,-7,97,5.0,9,-2
Cn1c(CNc2ccccn2)c(C#N)c2ccccc21,3,5,0.1,97,1.3,8,101,1.1,2,-17
CC(C)(CO)NCc1cc(Br)ccc1OCc1ccccc1,-7,-4,-0.3,103,1.1,5,98,-0.8,8,-13
CCOC(=O)C1CCCN(C(=O)CSCc2ccccc2)C1 (configuration not stated),0,-16,-0.2,115,1.4,4,101,2.1,2,34
O=C1OC(c2ccc(Cl)cc2)=N/C1=C\c1cccnc1,-1,-6,0.3,105,1.1,7,100,-0.7,8,2
Cc1nn(-c2ccccc2)c(C)c1/C=C/C(=O)OC(C)C(=O)Nc1ncc(Cl)cc1Cl (configuration not stated),-2,11,-0.4,90,1.2,2,108,0.0,-9,-4
COc1ccc2sc3c(=O)[nH]c4ccccc4c3c2c1,2,-22,-0.4,120,1.5,11,123,-10,-19,-1
NS(=O)(=O)c1ccc(CCNC(=O)COC(=O)/C=C/c2ccc(Cl)cc2)cc1,2,6,-0.2,93,1.4,1,95,-0.8,8,-17
CCC[C@@H]1C[C@@]1(CCC)[C@@H](NP(=O)(c1ccccc1)c1ccccc1)c1ccc(C(=O)OC)cc1,-12,16,-0.1,85,0.79,-5,101,-0.4,-4,-8
Cc1ccc(C(=O)C(C)OC(=O)c2cc3cc([N+](=O)[O-])ccc3oc2=O)cc1 (configuration not stated),5,1,-0.3,99,1.1,2,103,2.1,6,15
CCOc1nc(S(=O)(=O)c2ccc(C)cc2)c(Cl)s1,-5,-1,-0.3,100,1.1,16,102,4.0,3,1
CCNc1nc(OC)nc(SCC(=O)Nc2ccccc2)n1,0,1,-0.2,99,0.87,-3,101,0.3,-2,5
O=C(Nc1cccc(C(F)(F)F)c1)c1cc2c(s1)-c1ccccc1OC2,-2,-5,-0.3,105,1.2,-1,98,0.4,10,-9
CCOC(=O)Cc1ccc(NC(=O)c2ccccc2Br)cc1,1,2,-0.2,95,1.6,-4,93,-0.6,13,6
O=C(CSc1ccc(-c2cccnc2)nn1)N1CCCc2ccccc21,-5,7,-0.4,93,0.68,2,109,-0.3,-5,-10
CC(/C=N/n1c(C2CCCCC2)n[nH]c1=S)=C\c1ccccc1,2,-7,-0.6,106,0.97,9,80,-8.1,26,-5

# Assay outcomes (PubChem BioAssay)
